ERa SRC1 pot – ER-alpha (human) coactivator binding potentiation | AID 639 | hit rate 1.3% among 86,000 | coactivator binding (% of control), % at 25.6 µM | P03372 | TR-FRET ERalpha-LBD/SRC-Cy5 coactivator binding, 2 h; 100 = basal binding, no effect; in the data active = activity above about 200%;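 note: binding measured in presence of low estradiol as agonist stimulus; 0% = peptide alone without receptor and 100% = receptor with peptide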
MT1-MMP txn act – MT1-MMP promoter transcription activation | HT1080 MT1-MMP promoter luciferase reporter, luminescence, overnight; active compounds read high | activation factor at 10 µM | hit rate 0.16% among 86,000;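 active = activation factor of at least 2 for MT1-MMP transcription at 10 µM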
Candida biofilm – kills Candida albicans biofilms. C. albicans biofilm + clotrimazole, Alamar Blue. inhibition, % at 6 µM. hit rate 0.14% among 85,000. AID 834;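 active = inhibition above 20%; inactive = inhibition below 20%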;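 note: preformed 24 hr biofilms exposed to compound for 48 hr; 0% = biofilm without compound and 100% = blank killed by clotrimazole plus chlorhexidine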
Mac1 fbg inh – blocks human CD11b/CD18 adhesion to fibrinogen. inhibition, % at 10 µM. AID 1497. P05107+P11215. hit rate 0.54% among 93,000. K562 CD11b/CD18 adhesion to fibrinogen, ATPlite luminescence; Mn2+ added to activate the integrin;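 active = primary inhibition of 50% or more at 10 µM, then 40% or more on retest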; note: some results filed as inactive read as strong as hits
ERb SRC1 inh – ER-beta (human) coactivator binding inhibition | Q92731 | TR-FRET ER-beta LBD / SRC1-Cy5 peptide binding; receptor agonist-loaded with 1 µM estradiol | inhibition, % at 25.6 µM | hit rate 1.3% among 86,000 | AID 633;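 active = compounds whose percent inhibition of the receptor-coactivator binding signal exceeds about 50% in the single-dose screen, limit read from the data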;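 note: 0% = receptor plus peptide wells without compound and 100% = peptide-only wells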
Target sequence (Q92731 whole entry, looked up, the tested form may be a part): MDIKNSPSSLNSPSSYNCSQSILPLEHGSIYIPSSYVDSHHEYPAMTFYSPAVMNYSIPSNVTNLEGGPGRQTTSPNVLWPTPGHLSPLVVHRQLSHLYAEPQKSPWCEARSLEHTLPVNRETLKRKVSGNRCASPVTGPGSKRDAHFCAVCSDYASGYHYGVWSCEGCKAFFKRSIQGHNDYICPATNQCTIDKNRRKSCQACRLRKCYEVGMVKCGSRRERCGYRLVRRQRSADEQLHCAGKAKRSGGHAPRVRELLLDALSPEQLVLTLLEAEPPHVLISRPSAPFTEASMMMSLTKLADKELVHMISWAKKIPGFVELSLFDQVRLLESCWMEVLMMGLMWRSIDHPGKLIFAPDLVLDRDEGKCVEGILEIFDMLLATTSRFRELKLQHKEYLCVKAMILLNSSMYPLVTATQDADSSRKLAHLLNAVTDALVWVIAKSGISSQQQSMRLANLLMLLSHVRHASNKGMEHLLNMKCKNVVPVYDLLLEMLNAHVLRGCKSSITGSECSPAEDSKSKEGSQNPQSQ
sEH activator – increases human soluble epoxide hydrolase activity | purified human sEH enzymatic activity, activator screen | P34913 | activation, % at 2 µM | AID 717 | hit rate 0.04% among 91,000; in the data active = activation above about 37%; note: values of inactives mirror those of a sister screen read the other way
Target sequence (P34913 whole entry, looked up): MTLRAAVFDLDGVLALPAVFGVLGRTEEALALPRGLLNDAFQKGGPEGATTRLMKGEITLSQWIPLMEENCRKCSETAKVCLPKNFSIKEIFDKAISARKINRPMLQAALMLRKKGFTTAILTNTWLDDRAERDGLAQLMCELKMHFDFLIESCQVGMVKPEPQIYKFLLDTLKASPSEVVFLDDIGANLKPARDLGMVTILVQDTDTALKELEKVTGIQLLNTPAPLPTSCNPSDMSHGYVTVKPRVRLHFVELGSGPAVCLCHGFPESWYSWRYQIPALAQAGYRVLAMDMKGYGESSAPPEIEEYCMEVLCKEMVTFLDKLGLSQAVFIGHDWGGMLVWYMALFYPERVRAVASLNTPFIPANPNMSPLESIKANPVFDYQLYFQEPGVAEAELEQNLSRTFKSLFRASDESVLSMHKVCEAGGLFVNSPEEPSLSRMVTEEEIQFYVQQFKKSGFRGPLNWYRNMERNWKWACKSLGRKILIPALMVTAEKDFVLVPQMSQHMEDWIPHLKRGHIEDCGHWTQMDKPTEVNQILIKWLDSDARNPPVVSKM
sEH inh – inhibitors of human soluble epoxide hydrolase | P34913 | recombinant human sEH enzymatic activity assay | inhibition, % at 2 µM | hit rate 0.34% among 91,000; in the data active = inhibition above about 80%; note: values of inactives mirror those of a sister screen read the other way; many of its hits are not listed in these tables
Mac1 fbg enh – CD11b/CD18-fibrinogen binding enhancement | P05107+P11215 | AID 1499 | hit rate 0.07% among 93,000 | activation, % at 10 µM | K562 CD11b/CD18 adhesion to fibrinogen, ATPlite luminescence;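 active = 10 µM primary screen giving 50% or more activity, confirmed by 40% or more on retest at that dose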; note: strong numbers were not always called active; reference of the scale not given here
Smad3 inh – inhibitors of human Smad3 transcription factor binding. TR-FRET Smad3/Dy647-FoxH1 peptide binding, europium anti-His. P84022. inhibition, % at 25 µM. hit rate 0.29% among 88,000;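 active = compounds that reduce the energy-transfer binding signal between the protein and its labelled peptide by more than half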;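 note: 0% = Smad3 plus labelled peptide maximal FRET and 100% = peptide-only background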
An asterisk follows results filed as active; / = not tested or not shown; [ ] = remark or other dose.

SMILES	ERa SRC1 pot	MT1-MMP txn act	Candida biofilm	Mac1 fbg inh	ERb SRC1 inh	sEH activator	sEH inh	Mac1 fbg enh	Smad3 inh
COc1ccccc1NC(=O)CN1C(=O)CCS(=O)(=O)c2ccccc21	108.1	1	1.8	/	2.4	-5.6	8.0	/	6.1
Cc1nnc(SCC2CCCO2)n1-c1ccccc1 (stereo unspecified)	120.1	1.3	5.9	-9.6	-9.6	/	/	1.4	-0.2
Cc1ccc(NC2=C(Cl)C(=O)OC2OC(=O)c2ccco2)cc1 (stereo unspecified)	109.1[fluorescence artefact?]	1.1	5.0	-3.9	0.4[fluorescence artefact?]	-3.2	-1.1	-3.4	5.2
CCCCNC(=O)CCCn1c(=S)[nH]c2cc3c(cc2c1=O)OCO3	92.1	1.1	10.7	-14.2	15.2	/	/	5.8	2.9
COc1ccccc1C1/C(=C(/O)c2cnn(-c3ccccc3)c2C)C(=O)C(=O)N1CCN(C)C (stereo unspecified)	85.7	1.2	-2.1	/	-0.8	/	/	/	10.5[fluorescence artefact?]
Cc1cc2cc(CNS(=O)(=O)c3ccccc3)ccc2n1C	80.3	1.2	4.1	5.4	29.3	8.0	-9.1	14.2	11.5
COc1ccc(CC(=O)NC(C)c2nnc(SCc3nc4ccccc4c(=O)[nH]3)n2C)cc1 (stereo unspecified)	106.2	1.1	1.0	-16.0	-11.7	5.7	-4.5	-1.1	-1.8
CC(=O)c1c(C)[nH]c2ccccc2c1=O	105.0	1	6.2	-9.5	-5.2[fluorescence artefact?]	-3.8	5.0	-0.2	2.4
O=C(O)c1ccc(COc2c(F)c(F)cc(F)c2F)o1	95.8	1.3	6.8	-18.8	21.6	8.3	-11.1	-1.8	9.4
CCCCCC(=O)Nc1ccc(N2CCN(C(=O)CCC)CC2)cc1	111.0	1.3	0.4	1.7	-6.7	-59.1	58.4	-2.3	-0.6
CCOc1ccc(C(C)(O)CN2CCOCC2)cc1 (stereo unspecified)	98.1	1.2	7.9	/	3.1	-1.3	0.8	/	9.6[fluorescence artefact?]
O=C1C(=O)c2ccc(-c3ccccc3)cc2-c2ccccc21	90.2	0.8	6.2	/	-2.3[fluorescence artefact?]	5.6	-5.5	/	65.8*[fluorescence artefact?]
CCc1ccccc1NS(=O)(=O)c1cc(C)ccc1OC	117.4	/	5.4	0.3	-2.6	9.0	-4.9	4.3	-7.7
CC(C)(C)C(=O)Cn1c(=N)n(Cc2ccccc2)c2ccccc21	86.8	1.2	5.8	/	-13.3	/	/	/	3.1
COc1ccc(CC(=O)n2c(CC#N)nc3ccccc32)cc1OC	83.2	1.2	12.2	/	27.3	/	/	/	-2.1
Cc1cc(C)cc(N2C(=O)CC(n3nc(C)cc3C)C2=O)c1 (stereo unspecified)	97.8	1	0.5	-4.7	-11.9	20.1	-16.5	-1.2	4.5
Cn1c(=O)c2c(nc(N3CCCCC3)n2C)n(C)c1=O	/	1.1	/	-19.0	/	10.1	-8.3	4.5	/
CC(c1ccco1)N(C(=O)C12CC3CC(CC(C3)C1)C2)c1ccccn1 (stereo unspecified)	100.8	1.1	-2.9	8.2	1.6	8.3	-9.9	-0.8	-7.5
CCOC(=O)C1CCCN(C(=O)c2cn(CC)c(=O)c3cc(OC)c(OC)cc23)C1 (stereo unspecified)	126.0	1	10.5	11.1	-2.0	/	/	-1.8	7.0
O=C(NCC1CCCO1)c1nc2c(nnn2Cc2ccc(F)cc2)c(=O)[nH]1 (stereo unspecified)	106.7	1.1	8.7	7.2	-9.5	/	/	-1.7	3.1
COc1ccccc1-c1nnc(SCC(=O)N2CCOCC2)n1-c1ccccc1	104.0	1.3	2.4	-14.9	-9.5	3.6	-3.1	-4.9	7.7
NC(=O)c1ccc(F)cc1	106.8[fluorescence artefact?]	1.2	5.5	/	-2.4	7.2	-9.1	/	-0.9
O=C(NCc1ccc2c(c1)OCO2)c1ccc2c(=O)n(C3CCCC3)c(=O)[nH]c2c1	109.3	0.9	4.9	5.4	6.3[fluorescence artefact?]	-34.6	35.3	-1.9	13.2
CCNc1nc(OCCNS(=O)(=O)c2cc(C)ccc2C)nc(N(C)C)n1	101.9	1.1	-1.6	-6.7	-6.0	-4.0	3.7	1.4	-3.1
CCOC(=O)c1ccc(-c2ccc(/C=C(\C#N)C(=O)NCC3CCCO3)o2)cc1 (stereo unspecified)	/	/	/	10.7	/	1.0	-1.1	-2.1	/
CCC(=NC1CC(C)(C)NC(C)(C)C1)C1=C(O)CC(C)(C)CC1=O	111.9	1.3	2.4	-8.1	-4.8[fluorescence artefact?]	-4.7	4.5	2.9	6.0
C=CCN=C(NC#N)SCC(=O)c1cccc(OC)c1	104.6	2*	7.5	-2.6	-14.9	11.7	-8.4	3.0	3.9
CN(C)c1ccc(/C=N/N2C(=S)SC(C)(C)C2N(O)C(=O)Nc2ccc([N+](=O)[O-])cc2)cc1 (stereo unspecified)	92.4	1.2	5.5	4.0	-4.7	5.3	-1.6	-6.5	13.2
COc1ccc(N2CCN(C(=O)CSc3nnnn3-c3ccc4c(c3)OCCO4)CC2)cc1	124.0	0.9	-3.5	10.6	-8.6	6.5	-5.1	-8.4	2.8
CCOC(=O)CNC(=O)CSc1nnc(-c2ccco2)n1N	108.2	1.1	1.6	29.7	-0.3	-7.7	9.4	-0.5	0.0
COc1ccc(C(=O)COC(=O)c2ccc(NC(C)=O)cc2)cc1[N+](=O)[O-]	/	/	/	-16.0	/	-1.4	4.4	1.8	/
O=C(CCC1N=C2c3ccccc3N=C(SCc3ccc(Cl)cc3)N2C1=O)NCc1ccco1 (stereo unspecified)	81.2	1.3	4.0	-1.5	13.7[fluorescence artefact?]	-17.0	17.2	12.7	-1.4
COc1ccc(C(C(C(=O)c2cccs2)N2CCOCC2)N2CCOCC2)cc1OC (stereo unspecified)	120.3	1.3	-2.9	-29.5	-12.8	-1.1	3.8	2.5	7.7[fluorescence artefact?]
Cc1nc2ccccc2c(=O)n1NC(=O)Cc1ccccc1	92.4	1.1	4.8	/	-11.8	6.4	-0.8	/	9.2
O=C(c1ccccc1Oc1ccccc1)N1CCN(c2ccccc2)CC1	115.9	1.1	8.6	-4.6	-11.5	-3.8	3.8	-0.4	-1.9
CSCCC(NC(=O)c1ccccc1)C(=O)OCC(=O)Nc1ccc(C)c(Cl)c1 (stereo unspecified)	/	/	/	16.7	/	-4.2	3.4	-6.5	/
Cn1c(=O)c2c(ncn2CC(=O)N(Cc2ccccc2)c2ccccn2)n(C)c1=O	95.7	0.9	2.4	-11.2	-1.9[fluorescence artefact?]	20.8	-17.4	-1.1	9.7
c1ccc2c(c1)Sc1ccccc1-n1cnnc1-2	105.2	1.3	4.6	/	-7.5	9.8	-9.6	/	-3.1
O=C1CC(c2ccccc2)CC(O)=C1C=NCc1ccco1 (stereo unspecified)	/	1.1	/	-16.9	/	7.5	-4.7	3.0	/
CCn1ncc(/C=N\NC(=O)c2csc3ccccc23)c1C	/	/	/	25.1	/	-67.9	68.1	-4.3	/
Cc1[nH]c2ccccc2c1CN1CCc2ccccc2C1	106.0	0.9	3.6	-17.6	-3.2	2.9	-2.8	2.2	0.4
O=C(O)Cc1ccc(NC(=O)c2cccs2)cc1	130.6	1.1	5.9	-17.5	-10.1	-11.4	11.3	-0.8	5.6
CCc1nc2ccccc2c(C(=O)OC2CCOC2=O)c1C (stereo unspecified)	100.2	1.1	5.8	-4.6	2.6	0.9	0.7	-3.0	11.2
N=c1c(C(=O)NCc2ccc(F)cc2)cc2c(=O)n3ccccc3nc2n1CCCN1CCOCC1	97.0	1.3	0.2	3.0	0.8	/	/	1.0	-1.7
O=C(O)CCC(=O)NCCn1c(-c2ccccc2)csc1=Nc1ccccc1	121.9	1.1	-2.7	-1.5	-6.8	6.8	-7.3	-2.1	-3.0
C/C=C/c1ccc(OCCCN2C(=O)NC(C)(C)C2=O)c(OC)c1	93.5	1.2	5.1	-5.6	14.4	/	/	-3.0	-1.4
CN(C)S(=O)(=O)c1ccc(C(=O)Nc2nnc(-c3ccc4c(c3)CCCC4)o2)cc1	100.2[fluorescence artefact?]	/	2.2	-28.0	-7.5	-4.2	2.7	5.2	1.7
O=C1[C@@H]2[C@H](C(=O)N1n1cnnc1)[C@H]1C=C[C@@H]2C1	103.3	1.2	8.2	-15.5	-9.0	-3.2	4.5	0.5	-1.5
O=C(COC(=O)C(Cc1ccccc1)NC(=O)c1ccco1)NC1CC1 (stereo unspecified)	/	/	/	4.2	/	4.9	-4.0	-5.1	/
COc1ccc(S(=O)(=O)N(CC(=O)NC2CC2)c2ccc(C)cc2)cc1OC	112.9	1.1	3.9	-3.6	-7.6	-10.9	5.9	1.3	-5.1
Cc1cccc2c1CC(C)(C)N=C2C1=C(O)CCCC1=O	99.2	1.2	7.7	-13.8	-26.5	11.0	-14.0	-1.6	-11.2
N#Cc1ccccc1Sc1ccccc1C(=O)Nc1ccccc1	/	/	/	-13.9	/	-8.8	8.1	-2.0	/
Cn1c2c(c(=O)n(C)c1=O)C(NS(=O)(=O)c1ccc(Cl)cc1)(C(F)(F)F)C(=O)N2 (stereo unspecified)	123.9[fluorescence artefact?]	1.1	8.4	0.5	-25.7	-5.9	5.8	-5.2	5.5
COc1cc(C(=O)N2CCC(n3cnc4cc(F)ccc43)CC2)cc(OC)c1OC	124.0	1.2	8.3	-2.1	1.2	-3.4	6.2	-3.6	5.5
Cn1c(=O)c2c(nc(Sc3ncccn3)n2Cc2ccccc2Cl)n(C)c1=O	22.6	1.1	-0.7	2.7	-3.4	-0.8	2.8	-4.9	8.2
CNS(=O)(=O)c1cccc(C(=O)OCc2cc(Cl)cc3c2OCOC3)c1	85.4	1.1	1.2	14.4	2.2	-19.1	21.4	-1.5	5.0
O=C(c1ccc(N2C(=O)CCC2=O)cc1)N1CCN(c2ccccc2)CC1	112.4	1	-3.1	-1.1	-17.1	/	/	-1.8	-2.9
O=C(NCc1ccccc1)NC1(C(=O)N2CCN(c3ccccc3)CC2)CCCCC1	125.2[fluorescence artefact?]	1.1	-1.7	4.3	1.2[fluorescence artefact?]	7.8	-4.7	3.7	-19.1
O=c1c2c(ncn1CCO)nc1n2CCC1	96.9	1.1	-4.4	/	-10.1	-9.3	9.2	/	-2.9
COc1ccc(NC(=O)C2Cc3ccccc3CN2C(=O)c2ccccc2)cn1 (stereo unspecified)	96.3[fluorescence artefact?]	1.2	6.6	-14.3	12.0	-3.0	2.6	-3.3	2.3

Of the compounds above, these contain an NH in an aromatic ring.
SMILES	ERa SRC1 pot	MT1-MMP txn act	Candida biofilm	Mac1 fbg inh	ERb SRC1 inh	sEH activator	sEH inh	Mac1 fbg enh	Smad3 inh
CCCCNC(=O)CCCn1c(=S)[nH]c2cc3c(cc2c1=O)OCO3	92.1	1.1	10.7	-14.2	15.2	/	/	5.8	2.9
COc1ccc(CC(=O)NC(C)c2nnc(SCc3nc4ccccc4c(=O)[nH]3)n2C)cc1 (stereo unspecified)	106.2	1.1	1.0	-16.0	-11.7	5.7	-4.5	-1.1	-1.8
CC(=O)c1c(C)[nH]c2ccccc2c1=O	105.0	1	6.2	-9.5	-5.2[fluorescence artefact?]	-3.8	5.0	-0.2	2.4
O=C(NCC1CCCO1)c1nc2c(nnn2Cc2ccc(F)cc2)c(=O)[nH]1 (stereo unspecified)	106.7	1.1	8.7	7.2	-9.5	/	/	-1.7	3.1
O=C(NCc1ccc2c(c1)OCO2)c1ccc2c(=O)n(C3CCCC3)c(=O)[nH]c2c1	109.3	0.9	4.9	5.4	6.3[fluorescence artefact?]	-34.6	35.3	-1.9	13.2
Cc1[nH]c2ccccc2c1CN1CCc2ccccc2C1	106.0	0.9	3.6	-17.6	-3.2	2.9	-2.8	2.2	0.4

Assay outcomes (PubChem BioAssay)

These rows are one share of the data, so the mix of outcomes need not match the whole.
